NadD block: blocks S. aureus nicotinate mononucleotide adenylyltransferase | purified NadD enzyme, colorimetric absorbance read-out | inhibition, % at 20 µM | actives 0.78% (n = 360,000) | AID 602399; in the data active = inhibition above about 26%; note: some compounds past the cut are filed as inactive
Neddyl block: cullin neddylation inhibition | P61081+Q13564 | calls only at 25 µM | AID 651699 | TR-FRET cullin neddylation, biochemical | actives 0.58% (n = 360,000); in the data active = inhibition above about 36%
MLLE-PAM2 inh: inhibitors of microRNA-mediated deadenylation, human PABP1 MLLE binding; P11940; GST-MLLE / FITC-PAM2 fluorescence polarization; inhibition, % at 20 µM; actives 0.36% (n = 360,000); in the data active = inhibition above about 35%, passing the limit was not always enough;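 note: plate controls were DMSO wells with GST-MLLE for no effect and wells lacking GST-MLLE protein for full effect; some results filed as inactive read as strong as hits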
MT1-MMP act inh: MT1-MMP (human) activation inhibition; P50281; HT1080 RFP-PRO-GFP cells, GFP/RFP ratio fluorescence, overnight; percent of plate control window, DMSO zero; GFP/RFP ratio change, % at 20 µM; actives 0.061% (n = 360,000);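 active = GFP/RFP ratio change of at least 30% with cell ATP level not reduced by more than half and red fluorescence within 50% of control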; note: strong numbers were not always called active
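Compound: 20 µM single dose, 1% DMSO / System: HT1080 RFP-PRO-GFP cells / Controls: DMSO and RFP-L50D-GFP cell wells / Read-out basis: GFP/RFP fluorescence ratio / Schedule: overnight compound exposure at 37 °C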
FAS-TE inh: FAS thioesterase (human) inhibition; P49327; actives 0.67% (n = 360,000); inhibition, % at 15 µM; recombinant FAS-TE, OMFH fluorogenic substrate, fluorescence endpoint; AID 602261;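 active = compounds whose normalised, plate-corrected inhibition of enzyme fluorescence in the single-dose primary screen is 50% or more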;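 note: 0% = DMSO with enzyme and 100% = substrate without enzyme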
SKN-1 inh: blocks SKN-1 activity in C. elegans; C. elegans VP596 Pgst-4::GFP/RFP ratio, acrylamide-induced, 24 h; inhibition, % at 21.8 µM; actives 0.49% (n = 360,000); AID 624304;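 active = interference check ratio from 0.5 to 1.5 plus GFP to RFP signal ratio inhibition reaching or exceeding a fixed threshold, cut at about 30% in these data, passing the limit was not always enough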; note: some compounds called inactive have numbers as strong as hits
Rpn11 inh: blocks the human proteasome subunit Rpn11 | human 26S proteasome, Ub4-pepOG fluorescence polarization; 20S core pre-blocked with epoxomicin | calls only at 20 µM | actives 0.59% (n = 360,000);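 active = inhibition at 20 µM, scaled to each plate's controls, above about 33%, limit read from the data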
Rin1 Abl inh: human Rin1-Abl interaction inhibition. P00519+Q13671. actives 0.4% (n = 360,000). AID 588664. TR-FRET Rin1/Abl binding, biochemical. inhibition, % at 7.35 µM; in the data active = inhibition above about 5%, passing the limit was not always enough
Target sequence (P00519 whole entry, looked up): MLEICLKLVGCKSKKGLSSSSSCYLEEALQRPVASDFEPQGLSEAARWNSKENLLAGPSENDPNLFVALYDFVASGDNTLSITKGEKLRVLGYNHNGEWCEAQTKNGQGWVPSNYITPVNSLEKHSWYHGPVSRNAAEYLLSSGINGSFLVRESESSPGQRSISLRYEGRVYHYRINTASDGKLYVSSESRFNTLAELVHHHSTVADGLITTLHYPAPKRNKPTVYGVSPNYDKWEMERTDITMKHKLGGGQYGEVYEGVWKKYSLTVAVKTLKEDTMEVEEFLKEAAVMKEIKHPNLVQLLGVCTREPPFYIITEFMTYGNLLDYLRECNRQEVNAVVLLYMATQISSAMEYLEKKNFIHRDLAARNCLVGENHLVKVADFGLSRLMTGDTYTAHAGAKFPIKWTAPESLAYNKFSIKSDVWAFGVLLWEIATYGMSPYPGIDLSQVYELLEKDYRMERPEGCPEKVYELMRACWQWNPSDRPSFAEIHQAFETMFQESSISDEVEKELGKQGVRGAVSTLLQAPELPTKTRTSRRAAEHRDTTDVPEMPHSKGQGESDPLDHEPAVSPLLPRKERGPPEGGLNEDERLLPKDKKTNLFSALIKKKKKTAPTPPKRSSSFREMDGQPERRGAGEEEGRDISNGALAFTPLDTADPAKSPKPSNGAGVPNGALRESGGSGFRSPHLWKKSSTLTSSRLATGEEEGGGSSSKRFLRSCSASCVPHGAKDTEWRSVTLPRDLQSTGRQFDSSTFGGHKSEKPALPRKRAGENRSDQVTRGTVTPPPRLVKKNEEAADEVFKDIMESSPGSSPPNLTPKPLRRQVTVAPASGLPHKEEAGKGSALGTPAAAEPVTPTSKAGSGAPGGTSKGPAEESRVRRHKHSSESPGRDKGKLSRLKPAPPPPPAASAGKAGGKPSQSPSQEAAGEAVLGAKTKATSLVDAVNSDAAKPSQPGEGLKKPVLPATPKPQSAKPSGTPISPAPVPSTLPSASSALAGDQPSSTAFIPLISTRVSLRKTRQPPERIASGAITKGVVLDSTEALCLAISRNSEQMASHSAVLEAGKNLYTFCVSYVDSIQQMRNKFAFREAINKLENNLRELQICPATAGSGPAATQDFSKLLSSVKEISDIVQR
Target sequence (Q13671 whole entry, looked up): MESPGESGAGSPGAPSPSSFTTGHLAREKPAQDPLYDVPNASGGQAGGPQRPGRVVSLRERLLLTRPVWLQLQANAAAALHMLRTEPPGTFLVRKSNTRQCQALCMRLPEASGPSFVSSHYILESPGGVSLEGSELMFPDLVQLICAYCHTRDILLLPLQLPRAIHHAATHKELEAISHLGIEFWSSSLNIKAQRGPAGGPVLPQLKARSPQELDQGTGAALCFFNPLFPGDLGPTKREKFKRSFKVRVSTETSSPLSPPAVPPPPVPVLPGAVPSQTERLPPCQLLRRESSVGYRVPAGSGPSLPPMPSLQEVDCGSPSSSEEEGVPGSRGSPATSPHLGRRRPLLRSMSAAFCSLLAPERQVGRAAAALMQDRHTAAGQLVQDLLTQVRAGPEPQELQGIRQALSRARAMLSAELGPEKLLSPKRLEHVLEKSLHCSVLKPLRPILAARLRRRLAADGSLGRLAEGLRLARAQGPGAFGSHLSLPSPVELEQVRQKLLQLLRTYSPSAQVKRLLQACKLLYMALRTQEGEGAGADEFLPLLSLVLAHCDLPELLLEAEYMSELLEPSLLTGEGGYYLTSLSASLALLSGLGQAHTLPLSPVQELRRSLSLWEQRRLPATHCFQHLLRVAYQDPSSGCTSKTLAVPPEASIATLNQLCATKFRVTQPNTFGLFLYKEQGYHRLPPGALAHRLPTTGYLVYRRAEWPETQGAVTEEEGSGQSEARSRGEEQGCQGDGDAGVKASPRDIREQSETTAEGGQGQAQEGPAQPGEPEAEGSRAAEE
CSN inh: blocks human CSN-mediated cullin deneddylation; Q92905; Purified CSN, SCF-Nedd8-OG deneddylation, fluorescence polarization; inhibition, % at 12.5 µM; actives 0.38% (n = 360,000); AID 651999;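 active = pattern-corrected inhibition above about 35%, with an unprinted fluorescence ratio check between 0.5 and 1.5, limit read from the data, passing the limit was not always enough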;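 note: 0% = enzyme with substrate and 100% = substrate without enzyme; some results filed as inactive read as strong as hits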
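assay system = purified human Csn5 enzyme expressed in HEK293T cells | amount = 0.24 nM enzyme | buffer or medium = Tris/NaCl/DTT buffer, pH 7.5 | reagent = 10 nM SCFSkp2-Nedd8OG | compound = one concentration, 12.5 µM, 0.25% DMSO | times = 90 min reaction at room temperature | signal = FP | read-out basis = % inhibition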
* marks the source's active call; other numbers are inactive results; i = inactive; . = no result given. Rows were taken by chance. Share with any hit: about 3.9%.

The first 5 records as a preview:
Each structure is followed by: FAS-TE inh	Rpn11 inh	SKN-1 inh	MT1-MMP act inh	Rin1 Abl inh	NadD block	CSN inh	MLLE-PAM2 inh	Neddyl block
> Cc1ccc2nc(NC(=O)c3ccc(Cl)s3)sc2c1
    -2	i	-7	-4	-3	8	1	-1	.
> CCC(C)OC(=O)C1=C(C)NC(=O)NC1c1ccc(F)cc1 (stereo not given)
    -1	i	5	1	-2	0	3	-10	i
> N#C/C(C(=O)c1ccccc1)=C1/CCCCCN1
    -6	i	3	4	5	-3	0	10	i
> COc1cc(OC)cc(C(=O)Nc2ccc(S(=O)(=O)Nc3ncccn3)cc2)c1
    -9	i	4	1	-1	-8	-6	3	i
> NS(=O)(=O)c1ccc(NC(=O)c2cc(Cl)ccc2Cl)cc1
    -9	i	-3	11	2	0	-2	0	i

The listing, from the start:
Each structure is followed by: FAS-TE inh	Rpn11 inh	SKN-1 inh	MT1-MMP act inh	Rin1 Abl inh	NadD block	CSN inh	MLLE-PAM2 inh	Neddyl block
> Cc1ccc2nc(NC(=O)c3ccc(Cl)s3)sc2c1
    -2	i	-7	-4	-3	8	1	-1	.
> CCC(C)OC(=O)C1=C(C)NC(=O)NC1c1ccc(F)cc1 (stereo not given)
    -1	i	5	1	-2	0	3	-10	i
> N#C/C(C(=O)c1ccccc1)=C1/CCCCCN1
    -6	i	3	4	5	-3	0	10	i
> COc1cc(OC)cc(C(=O)Nc2ccc(S(=O)(=O)Nc3ncccn3)cc2)c1
    -9	i	4	1	-1	-8	-6	3	i
> NS(=O)(=O)c1ccc(NC(=O)c2cc(Cl)ccc2Cl)cc1
    -9	i	-3	11	2	0	-2	0	i
> CN(C)CCNC(=O)C(c1ccccc1)c1ccccc1
    -5	i	4	-2	-4	-3	-1	14	i
> COc1cccc(OC)c1/C=C/C(=O)NC1CCCCC1
    -1	i	-4	2	1	-2	4	-5	i
> Cc1nn(-c2ccccc2)c(C)c1C(=O)NCc1ccc(S(N)(=O)=O)cc1
    -1	i	9	-2	4	2	0	-2	i
> COc1cccc(C(O)c2ncc(-c3ccc4ccccc4c3)[nH]2)c1 (stereo not given)
    4	i	-4	-1	-1	4	-4	-4	i
> Cc1ccc(SCC(=O)Nc2ccc(-c3nc4ccccc4[nH]3)cc2)cc1
    -10	i	9	0	3	6	-2	19	i
> Cc1ccc(-c2ccc(NC(=O)C3C4C=CC(C4)C3C(=O)O)cc2)o1 (stereo not given)
    -2	i	-19	-4	-3	6	6	12	i
> CC(C)N(Cc1ccccc1)C(=O)C1CCN(c2ncnc3c2nc2n3CCCCC2)CC1
    12	i	4	6	1	11	-2	12	i
> C=CC[C@@H](CC(=O)N(CCO)Cc1ccccc1)C(=O)NCCOC(=O)[C@@H](CC=C)Cc1ccc(F)cc1
    0	i	-12	-1	0	-3	-2	10	i
> Cc1ccc(N2C(=O)Nc3ccc(Br)cc3C2(O)C(=O)NCCCN(C)C)cc1C (stereo not given)
    -5	i	34	7	0	-4	2	2	i
> CSc1ccccc1NC(=O)COc1ccc(Cl)cc1Cl
    16	i	3	-3	-3	2	-3	-2	i
> CC(C)CC(=O)Nc1ccc(S(=O)(=O)N2CCCC2)cc1
    -6	i	8	-3	2	-6	0	-10	i
> Cc1[nH]nc(SCC(=O)NCc2ccc(F)cc2)c1[N+](=O)[O-]
    -7	i	3	-1	3	2	-1	-10	i
> Cc1nn(-c2ccc(Cl)c(Cl)c2)c(C)c1C(=O)O
    -4	i	7	-1	-1	-3	-4	4	i
> CCCc1nc(S(=O)(=O)Cc2ccc(Cl)cc2Cl)n[nH]1
    -7	i	7	1	2	-4	-3	11	i
> CCOc1cc(NC(=S)NCCCN2CCOCC2)c(OCC)cc1NC(=O)c1cccc(C)c1
    -8	i	1	4	-1	-4	-2	2	.
> Nc1sc(-c2ccccc2)cc1-c1n[nH]c(=S)n1C1CCCCC1
    5	i	10	-7	-4	3	-1	-65	i
> O=C(NCc1ccc2c(c1)OCO2)c1n[nH]c(=O)c2ccccc12
    -1	i	4	-5	0	-6	9	7	i
> CC(C)C[C@H]1CNC(=S)N1C[C@H]1CCCN1C[C@H](Cc1ccccc1)N1C[C@H](Cc2ccc(O)cc2)N(CCc2ccccc2)C1=S
    -100	i	3	-3	1	26	0	-17	i
> COc1ccc(N(C(=O)c2cccc(OC)c2OC)C2C=CS(=O)(=O)C2)c(OC)c1 (stereo not given)
    -5	i	13	1	-3	-6	0	4	i
> O=C(c1ccccc1)c1ccsc1C(=O)c1ccccc1
    5	i	-3	-2	-1	-3	1	-12	i
> CSc1nsc(SCC(=O)Nc2ccc(Cl)c(C(=O)O)c2)n1
    -2	i	-4	1	4	-11	3	17	i
> CCc1nnc(NC(=O)CSc2nc3c(cc2C#N)CCCC3)s1
    1	i	13	12	-2	-6	6	-11	i
> CC(Sc1nnc(C2CC2)n1-c1ccccc1)C(=O)N1CCCC1 (stereo not given)
    -7	i	10	0	2	5	0	-7	i
> COc1ccc(-n2c(Cn3nnc4ccccc43)nnc2SCC(=O)O)cc1
    -2	i	9	-5	4	5	5	-4	i
> Cc1sc2ncnc(N3CCCCC3C)c2c1C (stereo not given)
    6	i	-26	1	-2	7	0	4	i
> Cn1c(=O)c2c(c3ccccc31)OC(=O)CC2c1cccnc1 (stereo not given)
    -2	i	6	-6	-1	4	5	-9	i
> CCOC(=O)N1CCN(C(=O)c2cnn(-c3ccccc3)c2NC(=O)c2ccccc2F)CC1
    0	i	-7	-1	0	2	3	-13	i
> O=C(Nc1cccnc1)C1CC(c2ccccc2O)=NO1 (stereo not given)
    -6	i	-5	-3	-3	-2	0	2	i
> Cc1ccc(C(=O)OC(C)C(=O)Nc2ccc3c(c2)OCO3)c(O)c1 (stereo not given)
    -2	i	8	2	-2	0	-3	-8	i
> CSc1ccc(CN2CCN(CC=C(C)C)C(CCO)C2)cc1 (stereo not given)
    -4	i	3	1	-4	-8	-7	0	i
> S=C(NC1CC1)N1CCc2ccccc2C1
    0	i	7	-1	-2	5	6	-125	i
> O=C(O)CC(=O)Nc1ccccc1C(=O)O
    -8	i	-9	4	-2	2	6	-1	i
> Cc1ccc(C(C)C)c(OCC(=O)N/N=C2\CC(=O)CC(C)(C)C2)c1
    -3	i	3	1	0	-5	1	0	i
> CC(C)C(OC(=O)c1cccs1)C(=O)NCCc1ccccc1 (stereo not given)
    5	i	2	1	-2	2	0	2	i
> Cc1c(NS(=O)(=O)c2cccc(C(=O)NCc3ccco3)c2)c(=O)n(-c2ccccc2)n1C
    -4	i	-7	-5	4	4	28	1	i
> CCOc1ccc(CCN2C(=O)C(=O)N([C@@H](CC(C)C)CN3CCC[C@H]3CN3C(=O)C(=O)NC[C@@H]3Cc3ccccc3)C[C@@H]2Cc2ccc(O)cc2)cc1
    5	.	13	5	.	35*	-5	.	i
> O=C(O)c1cn(-c2ccc(F)cc2)c2cc(Cl)c(F)cc2c1=O
    -3	i	3	3	3	-4	-3	11	i
> CCCCn1c(SCc2c(C)noc2C)nc2cc(S(N)(=O)=O)ccc21
    -3	i	-1	14	0	-2	-7	-27	i
> CC(=O)NC1(c2nnnn2CCOC(=O)Nc2ccc(Cl)cc2)CCCCC1
    2	i	-4	3	-2	-4	8	-8	i
> Cc1cc(-c2ccc(C)c(S(=O)(=O)NCCc3ccco3)c2)on1
    6	i	-9	0	-2	-2	4	-16	i
> O=C(NCc1cccs1)[C@@H]1CSC2c3ccccc3C(=O)N21 (stereo not given in full)
    -4	i	25	-5	2	14	-1	33	i
> Cc1cc(C(=O)NCc2ccco2)c2cc(F)ccc2n1
    -3	i	-6	-6	1	-3	5	19	i
> COc1ccc(CC(=O)NNC(=O)CSc2ccc(C)cc2)cc1
    -1	i	-4	4	-3	-5	0	4	i
> CC(C)c1nc(SCC(=O)Nc2ccc3c(c2)OCCO3)n[nH]1
    -3	i	-9	-2	-1	2	4	0	i
> CC1CC(C)CN(S(=O)(=O)N2CCCC(C(=O)NCCCN3CCCCC3C)C2)C1 (stereo not given)
    -4	i	2	-6	3	-10	4	2	i

New compounds follow
Each structure is followed by: FAS-TE inh	Rpn11 inh	SKN-1 inh	MT1-MMP act inh	Rin1 Abl inh	NadD block	CSN inh	MLLE-PAM2 inh	Neddyl block
> COc1cccc(-n2c(=O)c3sccc3n(CC(=O)NCC3CCCO3)c2=O)c1 (stereo not given)
    -4	i	2	0	1	-3	4	2	i
> Cc1cccc(NC(=O)c2c(F)c(F)c(F)c(F)c2F)c1
    -4	i	0	-13	0	-1	1	-22	i
> CC(=O)Nc1ccc(NC(=O)CNC(=O)c2sc3ccccc3c2Cl)cc1
    -2	i	-1	2	-1	-4	2	-23	i
> CCN1CCN(CCCNC(=O)c2ccc(NC(=O)C3=C(C)OCCS3)cc2)CC1
    -5	i	-7	-3	-1	-1	0	-10	i
> Nc1nonc1C(=O)NCCNCc1ccccc1OCc1ccccc1F
    -4	i	-6	2	1	-6	2	-2	i
> C/C(Cl)=C/Cn1c(N2CCCC2)nc2c1c(=O)n(C)c(=O)n2C
    -3	i	0	4	2	-5	8	4	i
> O=C(Cn1nc(-c2cccc([N+](=O)[O-])c2)c2ccccc2c1=O)Nc1cccnc1
    4	i	1	4	0	11	0	-4	i
> COc1cccc(NC(=S)N2CCN(S(=O)(=O)c3ccccc3)CC2)c1
    5	i	-4	-3	2	-4	4	-90	i
> COc1ccccc1NC1=NC(c2ccc(Cl)cc2)N=C(N)N1 (stereo not given)
    -18	i	8	-3	4	2	-3	6	i
> Cc1ccc(S(=O)(=O)n2cnc3ccccc32)cc1[N+](=O)[O-]
    -5	i	17	0	-3	2	-6	6	i
> O=C(Nc1ccccc1Cl)O/N=C/c1ccc(F)cc1
    1	i	-3	0	0	-7	-1	-1	i
> C=CCN1C(=O)c2ccc(C(=O)N3CCN(S(=O)(=O)c4cccc(F)c4)CC3)cc2C1=O
    0	i	-1	-1	2	-4	-2	7	i

Ordered by value in MT1-MMP act inh (falling): three of the compounds above
mol	MT1-MMP act inh
O=C(Cn1nc(-c2cccc([N+](=O)[O-])c2)c2ccccc2c1=O)Nc1cccnc1	4
CC(=O)Nc1ccc(NC(=O)CNC(=O)c2sc3ccccc3c2Cl)cc1	2
Cc1cccc(NC(=O)c2c(F)c(F)c(F)c(F)c2F)c1	-13

Single records (already shown). Order of values: FAS-TE inh	Rpn11 inh	SKN-1 inh	MT1-MMP act inh	Rin1 Abl inh	NadD block	CSN inh	MLLE-PAM2 inh	Neddyl block
Results for Nc1nonc1C(=O)NCCNCc1ccccc1OCc1ccccc1F → -4	i	-6	2	1	-6	2	-2	i
Results for CCN1CCN(CCCNC(=O)c2ccc(NC(=O)C3=C(C)OCCS3)cc2)CC1 → -5	i	-7	-3	-1	-1	0	-10	i

From PubChem BioAssay
